From PubChem BioAssay
Gal4-VP16 FLuc – Gal4-VP16 reporter inhibition counter-screen; Drosophila S2 Gal4-VP16 UAS-luciferase, luminescence, 20 h; Potency, µM (highest dose often 53.6 µM), for inactives: at the highest dose activity, negative = inhibition, most hits filed as inhibitors; hit rate 3.5% among 310,000;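 also: Gal4-VP16 expression switched on by copper sulfate through the metallothionein promoter; potency is read from the fitted curve at half-maximal effect; % is scaled to controls: 0 for no effect and ±100 for the full control effect; nearly all actives have a fitted effect of over 50% in size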
Rab9 prom act – activates the Rab9 promoter | Huh7 Rab9 promoter-luciferase reporter, luminescence, 24 h | Potency, µM (doses to about 9.22 µM), for the others: at the highest dose activation, negative = inhibition, most hits filed as activators | hit rate 2.8% among 320,000 | AID 485297; also: potency is read from the fitted curve at half-maximal effect; % of control where 0% means no effect; nearly all actives have a fitted effect of over 60% in size
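Using Huh7 cells stably transfected with Rab9 promoter–luciferase, compounds were incubated 24 h at 37 °C, 5% CO2; luciferase luminescence was read 10 min after reagent addition.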
MBNL1 CUG block – inhibitors of human MBNL1 binding to CUG repeat RNA; Q9NR56; TR-FRET MBNL1-His/biotin-(CUG)12 binding, 665/545 ratio; Potency, µM (highest dose often 57.5 µM), for inactives: at the top dose activity change, negative = inhibition, hits mostly inhibitors; hit rate 0.036% among 280,000; active = well fitted inhibition curve with a large enough effect in the signal ratio, with a control signal flat, not every such curve was filed as active; inconclusive = small, poorly fitted or top-dose-only effect, or effect the other way, or a change in a side signal; inactive = no such curve, though single readings can be large or run the other way; the % refers to the signal ratio; also: potency is read from the fitted curve at half-maximal effect; % is scaled to controls: 0 for no effect and ±100 for the full control effect
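TR-FRET between His-tagged MBNL1 and biotin-(CUG)12 RNA, detected with Tb anti-His antibody (0.055 ng/ul) and streptavidin-XL665 (5 nM), 60 min at room temperature. Compounds titrated 92 nM to 58 uM; 665/545 nm ratio normalized to buffer and complex controls.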
Menin MLL FP TR – inhibitors of human menin-MLL interaction, mutant MLL peptide; O00255; Menin + Texas Red MLL mutant peptide, fluorescence polarization; Potency, µM (doses to about 61.6 µM), for inactives: at the top dose FP activity change, negative = inhibition, usual class: inhibitors; hit rate 0.23% among 270,000; AID 1768; active = well fitted inhibition curve with a large enough effect in the polarisation, with a control signal flat, not every such curve was filed as active; inconclusive = small, poorly fitted or top-dose-only effect, or effect the other way, or a change in a side signal; inactive = no such curve, though single readings can be large or run the other way; the % refers to the polarisation; also: potency is read from the fitted curve at half-maximal effect; % of control where 0% means no effect; many of its hits are not listed in these tables
Target sequence (O00255 whole entry, looked up): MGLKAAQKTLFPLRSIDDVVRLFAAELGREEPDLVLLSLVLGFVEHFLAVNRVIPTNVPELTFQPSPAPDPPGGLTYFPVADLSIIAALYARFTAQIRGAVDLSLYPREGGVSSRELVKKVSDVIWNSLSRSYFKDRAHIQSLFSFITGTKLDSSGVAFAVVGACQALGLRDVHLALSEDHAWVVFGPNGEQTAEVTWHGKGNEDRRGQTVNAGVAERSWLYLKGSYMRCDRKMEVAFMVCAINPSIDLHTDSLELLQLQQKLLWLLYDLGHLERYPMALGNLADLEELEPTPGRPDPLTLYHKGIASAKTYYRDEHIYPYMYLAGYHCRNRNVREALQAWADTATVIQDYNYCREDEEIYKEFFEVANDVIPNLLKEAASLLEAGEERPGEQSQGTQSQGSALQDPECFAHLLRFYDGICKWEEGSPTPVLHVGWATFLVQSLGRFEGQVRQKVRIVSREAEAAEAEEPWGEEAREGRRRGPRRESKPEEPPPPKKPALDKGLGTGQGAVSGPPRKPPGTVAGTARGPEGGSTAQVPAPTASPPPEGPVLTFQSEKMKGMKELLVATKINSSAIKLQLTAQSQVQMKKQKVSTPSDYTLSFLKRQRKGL
NPC1 prom act – activates the NPC1 promoter; Huh7 NPC1 promoter luciferase reporter, 24 h; Potency, µM (highest dose often 9.22 µM), inactives show top-dose activation, usual class: activators; hit rate 2.4% among 320,000; AID 485313;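 also: potency is read from the fitted curve at half-maximal effect; % of control where 0% means no effect; nearly all actives have a fitted effect of over 60% in size; reporter is driven by a mutant NPC1 promoter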
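Readout is luciferase luminescence, reflecting NPC1 promoter activation in stably transfected Huh7 cells after 24 h compound exposure at 37 °C in reduced-serum medium with 10% FBS.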
Mito fusion yeast – inhibitors of mitochondrial division or activators of mitochondrial fusion; S. cerevisiae fusion-defective mutant growth rescue, CellTiterGlo 48 h; Potency, µM (highest dose often 46.1 µM), without a hit: top-dose growth rescue (activation), hits mostly activators; hit rate 0.23% among 320,000;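 also: potency is read from the fitted curve at half-maximal effect; % of control where 0% means no effect; nearly all actives have a fitted effect of over 45% in size; temperature-sensitive fusion mutants such as fzo1-1 at 37 °C on non-fermentable ethanol glycerol medium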
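Compounds are tested for their ability to restore growth of mitochondrial fusion-defective yeast strains at non-permissive 37C in YPEG medium over 48 hours. Viability is quantified by luciferase luminescence.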
ELG1 DNA repair – inhibitors of ELG1-dependent DNA repair in HEK293T cells; Potency, µM (highest dose often 46.1 µM), inactives show at the highest dose activity change, negative = inhibition, actives largely listed as inhibitors; AID 504467; hit rate 2.3% among 330,000; HEK293T ELG1-luciferase reporter, luminescence, 16 h; DNA damage induced by 5-fluorouridine; also: potency is read from the fitted curve at half-maximal effect; % is scaled to controls: 0 for no effect and ±100 for the full control effect; nearly all actives have a fitted effect of over 55% in size
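Quantitative HTS, concentration-response format. 2,000 cells/well co-treated with 5-fluorouridine and compound, 16 hr in 5% CO2 at 37 °C; ONE-Glo luminescence read after 30 min.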
FLuc modulator – counter-screen for miR-21 project: firefly luciferase inhibitors or activators; purified FLuc, Km substrates, luminescence inhibition; Potency, µM (titrated, usually from 57.5 µM), without a hit: top-dose activity change, negative = inhibition, most hits filed as inhibitors; hit rate 6.9% among 360,000; P08659;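 also: potency is read from the fitted curve at half-maximal effect; plate controls were vehicle for no effect and reference inhibitor for full effect; nearly all actives have a fitted effect of over 55% in size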
Target sequence (P08659 whole entry, looked up): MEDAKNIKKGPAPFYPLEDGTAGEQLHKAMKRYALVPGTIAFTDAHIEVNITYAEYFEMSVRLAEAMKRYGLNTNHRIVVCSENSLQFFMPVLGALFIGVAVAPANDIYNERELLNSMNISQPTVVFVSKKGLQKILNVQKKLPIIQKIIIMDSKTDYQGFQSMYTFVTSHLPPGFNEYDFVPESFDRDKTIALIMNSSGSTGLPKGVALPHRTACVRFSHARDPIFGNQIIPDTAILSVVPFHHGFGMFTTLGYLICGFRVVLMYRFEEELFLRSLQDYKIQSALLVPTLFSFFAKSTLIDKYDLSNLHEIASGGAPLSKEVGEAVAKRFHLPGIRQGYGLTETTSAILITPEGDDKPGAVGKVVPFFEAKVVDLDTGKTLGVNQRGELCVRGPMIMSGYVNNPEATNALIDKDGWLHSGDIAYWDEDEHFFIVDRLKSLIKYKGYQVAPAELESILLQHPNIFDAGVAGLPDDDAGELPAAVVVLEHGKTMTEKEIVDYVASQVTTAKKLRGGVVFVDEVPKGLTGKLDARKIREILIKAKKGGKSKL
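Purified P. pyralis luciferase (10nM final) with 10uM D-luciferin and 10uM ATP (Km levels) in 50mM Tris acetate pH 7.5, 10mM Mg acetate, 0.01% Tween-20, 0.05% BSA; qHTS 6-point titration, ~60 µM downward; luminescence read.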
KCNH2 3.1 inh – KCNH2 3.1 (human) potassium channel inhibition; U2OS KCNH2 3.1, thallium flux FluxOr; active compounds read low; activity change, % (tested at about 1.8 µM); hit rate 0.95% among 340,000; AID 720553;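 active = maximum activity change below -70%; inconclusive = maximum activity change from -70% to -50%; inactive = maximum activity change above -50%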;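 also: thallium influx rate constant from kinetic fluorescence after stimulation buffer; % is scaled to controls: 0 for no effect and ±100 for the full control effect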
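U2OS cells transduced with KCNH2 3.1 mutant virus (1.77 x 10^8 /mL, 4 h), plated overnight at 37 C, loaded 45 min with FluxOr dye plus Red40 quencher. Thallium flux rate constant from kinetic reads after stimulation buffer, normalised to controls.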
PKM2 act – activators of human pyruvate kinase M2; P14618; purified PKM2, Kinase-Glo ATP luminescence, activation; response scale: 0% is enzyme alone, no compound; Potency, µM (top dose mostly 57.5 µM), for the others: at the highest dose activation, actives largely listed as activators; hit rate 0.34% among 260,000; also: potency is read from the fitted curve at half-maximal effect; % is scaled to controls: 0 for no effect and ±100 for the full control effect; nearly all actives have a fitted effect of over 55% in size
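ATP formation by purified human PK-M2, quantified via coupled luciferase luminescence after 1 h at room temperature with 0.1 mM ADP and 0.5 mM PEP final.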
RORg inh – blocks mouse ROR gamma transcriptional activity. Potency, µM (titrated, usually from 53.6 µM), for the others: at the top dose activity change, negative = inhibition, most hits filed as inhibitors. P51450. Drosophila S2 Gal4-RORgamma UAS-luciferase reporter, 20 h. hit rate 5.4% among 310,000; also: potency is read from the fitted curve at half-maximal effect; % is scaled to controls: 0 for no effect and ±100 for the full control effect; nearly all actives have a fitted effect of over 60% in size
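Compounds are pin-transferred onto Drosophila Schneider cells expressing a copper-inducible Gal4–ROR gamma transactivation domain fusion. After 1 hr, copper sulfate is added to 700 uM final; luciferase is read 20 hr later.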
* = called active by the depositor; [ ] = remark or other dose. Unless noted, calls follow the shape of the dose curve; as a rule, active = well fitted curve in the direction sought with a large enough effect; inconclusive = small, poorly fitted or top-dose-only effect, or another doubt; inactive = no such curve, though single readings can be large; an effect the other way counts as inactive or inconclusive.

Screening COc1ccc(NC(=O)CS(=O)(=O)c2cn(CC(=O)N3CCCC3)c3ccccc23)c(OC)c1 returned Gal4-VP16 FLuc 2%, Rab9 prom act 6%, MBNL1 CUG block 24%, NPC1 prom act -2%, Mito fusion yeast 3%, ELG1 DNA repair 8%, FLuc modulator 1%, PKM2 act 2% and RORg inh 1%.
CCOc1ccc2nnnn2n1 was read as Gal4-VP16 FLuc -2%, Rab9 prom act 4%, MBNL1 CUG block 11%, Menin MLL FP TR 4%, NPC1 prom act -2%, Mito fusion yeast 1%, ELG1 DNA repair -24%, FLuc modulator 1%, KCNH2 3.1 inh -19, PKM2 act -1% and RORg inh -25%.
Screening COc1ccc(/C=C2\SC(=S)N(CCC(=O)NCCCn3ccnc3)C2=O)cc1 returned Gal4-VP16 FLuc 9%, Rab9 prom act -7%, MBNL1 CUG block inconclusive, NPC1 prom act 1%, Mito fusion yeast 20%, ELG1 DNA repair 12%, FLuc modulator 19µM*, KCNH2 3.1 inh 7 and RORg inh 7%.
For Cc1ccc(CNC(=O)C2CN(S(C)(=O)=O)c3cc(Cl)ccc3O2)cc1 (stereo unspecified) the results were Gal4-VP16 FLuc -8%, Rab9 prom act -4%, MBNL1 CUG block 4%, Menin MLL FP TR -2%, NPC1 prom act 0%, Mito fusion yeast 0%, ELG1 DNA repair -14%, FLuc modulator 0%, KCNH2 3.1 inh -1, PKM2 act 1% and RORg inh 11%.
COc1cccc(C(=O)OCc2ccccc2C#N)c1O was read as Gal4-VP16 FLuc 0%, Rab9 prom act 8%, MBNL1 CUG block -4%, Menin MLL FP TR -3%, NPC1 prom act -4%, Mito fusion yeast 1%, ELG1 DNA repair inconclusive, FLuc modulator inconclusive, KCNH2 3.1 inh -1, PKM2 act -1% and RORg inh 39%.
For Cc1ccc(NC(=O)CSc2nc3c(c(=O)[nH]2)CCC3)c(C)c1 the results were Gal4-VP16 FLuc -5%, Rab9 prom act 0%, MBNL1 CUG block -4%, NPC1 prom act -2%, Mito fusion yeast -1%, ELG1 DNA repair 1%, FLuc modulator 1%, KCNH2 3.1 inh -10 and RORg inh -11%.
COc1ccc(C(c2c(C)[nH]n(C(N)=S)c2=O)C(C#N)C#N)cc1 (stereo unspecified) was read as Gal4-VP16 FLuc 4.5µM*, Rab9 prom act 0%, MBNL1 CUG block 38%[activator], Menin MLL FP TR 14%, NPC1 prom act -4%, Mito fusion yeast -2%, ELG1 DNA repair inconclusive, FLuc modulator -3%, KCNH2 3.1 inh -11, PKM2 act 8% and RORg inh 4.5µM*.
For CCc1nnc(NC(=O)c2ccc(Br)c(S(=O)(=O)N3CCOCC3)c2)s1 the results were Gal4-VP16 FLuc -20%, Rab9 prom act -3%, MBNL1 CUG block -3%, Menin MLL FP TR 26%, NPC1 prom act -2%, Mito fusion yeast 2%, ELG1 DNA repair inconclusive, FLuc modulator -14%, KCNH2 3.1 inh -3 and RORg inh 0%.
For CC(=O)c1ccc(Nc2cc(C)nc3ccccc23)cc1 the results were Gal4-VP16 FLuc -4%, Rab9 prom act -4%, MBNL1 CUG block inconclusive, Menin MLL FP TR -3%, NPC1 prom act -31%[inhibitor], Mito fusion yeast -4%, ELG1 DNA repair -19%, FLuc modulator -1%, KCNH2 3.1 inh 14, PKM2 act 2% and RORg inh 2%.
`Cc1nonc1CC(=O)N1CCCC(C(=O)c2cccc(C(F)(F)F)c2)C1` (stereo unspecified) gave Gal4-VP16 FLuc -1%, Rab9 prom act 10%, MBNL1 CUG block 0%, Menin MLL FP TR 5%, NPC1 prom act -1%, Mito fusion yeast 2%, ELG1 DNA repair -5%, FLuc modulator 0%, KCNH2 3.1 inh 10, PKM2 act 1% and RORg inh 21%.
`COc1cc2cc(CN(CCc3ccccc3C)C(=S)NCCCN(C)C)c(=O)[nH]c2cc1OC` gave Gal4-VP16 FLuc inconclusive, Rab9 prom act -1%, MBNL1 CUG block -5%, Menin MLL FP TR -13%, NPC1 prom act -3%, Mito fusion yeast -6%, ELG1 DNA repair -23%, FLuc modulator 0%, KCNH2 3.1 inh -18, PKM2 act 0% and RORg inh -28%.
Screening CN(C(=O)c1cccc(C#N)c1)c1nnc(-c2ccccn2)s1 returned Gal4-VP16 FLuc -7%, Rab9 prom act 16%, MBNL1 CUG block -4%, Menin MLL FP TR 8%, NPC1 prom act 2%, Mito fusion yeast 0%, ELG1 DNA repair inconclusive, FLuc modulator -1%, KCNH2 3.1 inh -18, PKM2 act 1% and RORg inh 15%.
Screening C=CCOc1c(Br)cc(CNc2nccs2)cc1OC returned Gal4-VP16 FLuc 18µM*, Rab9 prom act -10%, MBNL1 CUG block -8%, Menin MLL FP TR 29%, NPC1 prom act -2%, Mito fusion yeast 12%, ELG1 DNA repair -15%, FLuc modulator 0%, KCNH2 3.1 inh -6, PKM2 act -18% and RORg inh 13µM*.
For Cc1cccc2c(C(=O)N3CCCCC3)cc(-c3ccccc3)nc12 the results were Gal4-VP16 FLuc -22%, Rab9 prom act -1%, MBNL1 CUG block -3%, Menin MLL FP TR -22%, NPC1 prom act 0%, Mito fusion yeast -7%, ELG1 DNA repair inconclusive, FLuc modulator -2%, KCNH2 3.1 inh 0 and RORg inh inconclusive.
`COc1ccc(/C=N/N(C)C2=NCCN2)c(OC)c1OC` gave Gal4-VP16 FLuc -14%, Rab9 prom act 3%, MBNL1 CUG block -11%, Menin MLL FP TR -27%, NPC1 prom act 2%, Mito fusion yeast 24%, ELG1 DNA repair inconclusive, FLuc modulator -1%, KCNH2 3.1 inh 10 and RORg inh 2%.
`CCN(CC(=O)Nc1c(F)cccc1F)C(=O)c1nn(C)c(=O)c2ccccc12` gave Rab9 prom act 0%, NPC1 prom act 0%, Mito fusion yeast -4%, ELG1 DNA repair 16%, FLuc modulator -1% and KCNH2 3.1 inh -9.
Screening O=c1c2c3c(sc2ncn1/N=C/c1ccco1)CCCC3 returned Gal4-VP16 FLuc -18%, Rab9 prom act 9%, MBNL1 CUG block 18%, Menin MLL FP TR -3%, NPC1 prom act 10%, Mito fusion yeast 2%, ELG1 DNA repair 21%, FLuc modulator 0%[2.3 µM], KCNH2 3.1 inh 2, PKM2 act 5% and RORg inh 32%.
For CCOC(=O)CN1N=C(/C=C/c2ccc(OC)cc2)CCC1=O the results were Gal4-VP16 FLuc -4%, Rab9 prom act 1%, MBNL1 CUG block inconclusive, NPC1 prom act 2%, Mito fusion yeast 4%, ELG1 DNA repair 28%, FLuc modulator -3%, KCNH2 3.1 inh 7, PKM2 act -1% and RORg inh inconclusive.
Screening COc1ccc(NC(=S)NCC2CCCO2)c(OC)c1 (stereo unspecified) returned Gal4-VP16 FLuc 1%, Rab9 prom act 8%, MBNL1 CUG block 4%, Menin MLL FP TR -9%, NPC1 prom act -1%, Mito fusion yeast -3%, ELG1 DNA repair 13%, FLuc modulator 2%, KCNH2 3.1 inh -3, PKM2 act 0% and RORg inh -39%.
`COc1cccc(C(C(=O)NC2CCCC2)N(Cc2ccccc2OC)C(=O)c2ccco2)c1` (stereo unspecified) gave Gal4-VP16 FLuc -4%, Rab9 prom act -1%, MBNL1 CUG block 5%, Menin MLL FP TR -14%, NPC1 prom act -4%, Mito fusion yeast -3%, ELG1 DNA repair -5%, FLuc modulator 4%, KCNH2 3.1 inh -6, PKM2 act 8% and RORg inh -43%.
`O=C(CCC(=O)Nc1ccccc1Cl)NNC(=O)Nc1cccc([N+](=O)[O-])c1` gave Gal4-VP16 FLuc -14%, Rab9 prom act 12%, MBNL1 CUG block inconclusive, Menin MLL FP TR 18%, NPC1 prom act 0%, Mito fusion yeast 2%, ELG1 DNA repair 12%, FLuc modulator 1%, KCNH2 3.1 inh 0, PKM2 act -1% and RORg inh 17%.
For Cc1c([N+](=O)[O-])c(C(=O)Sc2ccc(Br)cc2)nn1C the results were Gal4-VP16 FLuc inconclusive, Rab9 prom act -10%, MBNL1 CUG block 9%, NPC1 prom act 3%, Mito fusion yeast 26%, ELG1 DNA repair inconclusive, FLuc modulator 17µM*, KCNH2 3.1 inh -4, PKM2 act 13% and RORg inh -35%.
`C[C@@H]1C[C@H](Nc2ccccc2)c2ccccc2N1C(=O)c1cccnc1` gave Gal4-VP16 FLuc 7%, Rab9 prom act 3%, MBNL1 CUG block 5%, Menin MLL FP TR -1%, NPC1 prom act -3%, Mito fusion yeast -3%, ELG1 DNA repair inconclusive, FLuc modulator 23%, KCNH2 3.1 inh 13, PKM2 act -4% and RORg inh 2%.

Not all compounds are listed; count on the stated rates, not on these rows.
